AGP1 TOR yeast – modulators of AGP1-GFP expression in yeast TOR pathway, primary screen, cell-based, multiplex flow cytometry, S. cerevisiae, MLPCN library; 3 h; GFP as percent of DMSO wells; GFP response vs DMSO, % at 10 µM; 320,000 compounds, 0.02% hits; AID 2066, 2009;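 active = GFP response relative to DMSO above a set limit, near screen average plus 3 SD, cut at about 150% in these data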;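 note: median GFP channel fluorescence of the gated AGP1 strain per well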
VLA-4 inh – inhibition in human VLA-4 binding assay, primary screen, VLA-4 allosteric modulator project, MLPCN library, flow cytometry, VLA-4 expressing cells. ligand binding flow cytometry. 330,000 compounds, 0.2% hits. Integrin alpha-4 (Homo sapiens), P13612. inhibition, % (about 7 µM as worked out from the volumes in the protocol); in the data active = inhibition above about 50%
GLD-1 RNA inh – GLD-1/TGE RNA complex disruptors, primary screen, biochemical, fluorescence polarization. Female germline-specific tumor suppressor gld-1 (Caenorhabditis elegans), Q17339. purified GLD-1 + fluorescein TGE RNA. inhibition, % at 5.96 µM. 320,000 compounds, 0.44% hits. AID 2280, 2010;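 active = percent inhibition above a per-plate cutoff, the plate mean of test compounds plus 3 SD, cut at about 30% in these data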;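 note: 0% = DMSO wells with GLD-1 and probe and 100% = wells lacking GLD-1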
CIT2 TOR yeast – modulators of CIT2-GFP expression in yeast, primary screen, S. cerevisiae, GFP fusion, multiplex flow cytometry, MLPCN library; 320,000 compounds, 0.065% hits; AID 2029, 2009; S. cerevisiae CIT2-GFP strain, 3 h; 100 means same as DMSO wells; GFP response vs DMSO, % at 10 µM;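 active = GFP response relative to DMSO above a set limit, near the screen mean plus 3 SD, cut at about 150% in these data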;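 note: ratio of well median GFP fluorescence to mean of DMSO wells on the plate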
CR mimetic SO – reduction of superoxide in aged yeast, primary screen, HTS; S. cerevisiae aged cells, superoxide DHE fluorescence; stronger effect = lower value; superoxide response (% of plate mean), % at 10 µM; AID 2690, 2010; 330,000 compounds, 0.18% hits;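 active = superoxide response under a set limit, about three screen SD below normal, cut at about 65% in these data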;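 note: yeast aged for seven days with compound at 30 °C before DHE staining; 100% = average MFI of all compound-treated wells on the plate with controls excluded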
MCL1-BIM inh – inhibitors of MCL1 binding to BIM-BH3, primary screen, biochemical, fluorescence polarization. inhibition, % at 10.9 µM. Induced myeloid leukemia cell differentiation protein Mcl-1 (Homo sapiens), Q07820. 320,000 compounds, 0.68% hits. GST-MCL1 / FITC-Bim-BH3 fluorescence polarization;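 active = inhibition above the mean inhibition of all tested compounds plus 3 SD, set per campaign, cut at about 40% in these data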;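 note: 0% = DMSO wells and 100% = unlabeled Bim-BH3 peptide control; higher means more loss of mP so more displacement of Bim peptide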
Target sequence (Q07820 whole entry, looked up): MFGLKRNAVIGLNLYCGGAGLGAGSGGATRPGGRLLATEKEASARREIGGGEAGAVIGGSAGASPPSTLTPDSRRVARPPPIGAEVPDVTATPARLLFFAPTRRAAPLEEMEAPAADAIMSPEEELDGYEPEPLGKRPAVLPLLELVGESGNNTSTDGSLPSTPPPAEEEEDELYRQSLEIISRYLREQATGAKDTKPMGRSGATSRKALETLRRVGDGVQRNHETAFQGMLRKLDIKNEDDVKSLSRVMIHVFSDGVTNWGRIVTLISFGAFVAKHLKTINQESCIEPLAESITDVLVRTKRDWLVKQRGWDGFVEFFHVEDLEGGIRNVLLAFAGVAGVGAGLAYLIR
GRK2 aptamer HTS – compounds blocking aptamer binding on GRK2 – biochemical, human GRK2, bead flow cytometry, HTS, primary screen | AID 488847, 2010 | inhibition of aptamer binding, % at 10 µM | 330,000 compounds, 0.59% hits | Beta-adrenergic receptor kinase 1 (Homo sapiens), P25098 | FAM-aptamer displacement from GRK2;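 active = inhibition of aptamer binding above 40%, roughly 3 SD of noise, on plates passing a quality check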;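 note: median bead fluorescence of bound FAM aptamer so fluorescent compounds give negative values; no value below 0 was filed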
Target sequence (P25098 whole entry, looked up): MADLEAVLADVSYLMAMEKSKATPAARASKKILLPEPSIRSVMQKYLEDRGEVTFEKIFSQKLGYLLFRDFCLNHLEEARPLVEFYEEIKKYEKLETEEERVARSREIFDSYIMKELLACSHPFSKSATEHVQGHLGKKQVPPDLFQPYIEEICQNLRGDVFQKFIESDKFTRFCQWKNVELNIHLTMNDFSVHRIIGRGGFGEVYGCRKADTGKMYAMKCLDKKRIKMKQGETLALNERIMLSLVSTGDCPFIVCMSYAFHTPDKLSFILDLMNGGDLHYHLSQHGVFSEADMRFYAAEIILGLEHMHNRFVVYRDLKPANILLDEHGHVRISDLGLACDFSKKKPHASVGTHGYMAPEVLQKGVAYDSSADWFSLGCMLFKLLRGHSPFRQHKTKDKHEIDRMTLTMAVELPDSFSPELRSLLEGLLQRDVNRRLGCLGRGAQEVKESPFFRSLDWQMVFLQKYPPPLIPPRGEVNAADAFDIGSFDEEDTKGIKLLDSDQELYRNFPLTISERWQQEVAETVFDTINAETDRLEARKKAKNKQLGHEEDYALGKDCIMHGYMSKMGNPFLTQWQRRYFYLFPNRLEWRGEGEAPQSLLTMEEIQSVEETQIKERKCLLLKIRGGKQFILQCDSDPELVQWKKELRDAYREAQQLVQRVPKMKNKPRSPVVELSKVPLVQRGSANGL
MEX-5 binding – MEX-5 zinc finger RNA-binding disruptors – biochemical, C. elegans, fluorescence polarization, MLPCN library, primary screen | MEX-5/FITC-TCR2 RNA binding; stronger effect = lower value | 300,000 compounds, 0.38% hits | activity score (negative = inhibition of binding), % at 10 µM | Zinc finger protein mex-5 (Caenorhabditis elegans), Q9XUB2;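 active = inhibition past about -25% in most replicates, and total fluorescence under double the plate's negative control median, limit read from the data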;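 note: 0% = DMSO and -100% = 5 µM competing unlabeled TCR2 RNA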
BCLXL inh – inhibitors of human Bcl-xL, primary screen, biochemical, fluorescence polarization, HTS; inhibition, % at 10.9 µM; GST-Bcl-xL / FITC-Bim BH3 peptide fluorescence polarization; 320,000 compounds, 0.7% hits; Bcl-2-like protein 1 (Homo sapiens), Q07817;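 active = inhibition above the mean of all tested compounds plus 3 SD, cutoff set per campaign, cut at about 30% in these data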;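 note: 0% = DMSO wells and 100% = unlabeled Bim-BH3 peptide competitor; inhibitors lower millipolarization by displacing the labeled peptide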
Active calls of the source: *; x = not tested or not shown.

SMILES	AGP1 TOR yeast	VLA-4 inh	GLD-1 RNA inh	CIT2 TOR yeast	CR mimetic SO	MCL1-BIM inh	GRK2 aptamer HTS	MEX-5 binding	BCLXL inh
CCOc1ccc(-n2nnnc2SCC(=O)NNC(=O)c2ccco2)cc1	95.7	11.4	-2.6	96.1	92.0	7.7	1.0	1.3	2.1
O=C(COc1ccc(S(=O)(=O)NC2CCCC2)cc1)N1CCCCC1	87.0	-3.4	-2.8	x	108.8	1.7	2.0	0.7	4.5
COCCNC(=S)N(CCCN(C)C)Cc1cc2cc3c(cc2[nH]c1=O)OCCO3	97.2	0.5	-3.3	100.8	106.2	18.6	2.0	1.4	2.4
Cc1ccc(/C=N/n2cnnc2)s1	109.2	6.0	4.5	109.0	103.8	0.1	1.0	-1.7	2.6
O=C(CCCOc1ccccc1)Nc1ccc(Br)cc1	103.4	-1.4	8.5	94.2	103.1	7.9	2.0	0.2	4.0
Cc1cccc(CN2CCN(Cc3cccc(-n4cccn4)c3)CC2CCO)n1 (centres undefined)	109.2	-7.7	1.2	104.3	84.3	0.3	0.0	-2.3	3.0
Cc1ccc(-c2nc3c(c(=O)c4ccccc4n3C)c(=O)n2-c2ccccc2)cc1	83.7	7.9	3.6	84.4	100.4	-5.2	7.0	-1.1	-1.9
CC(=O)c1cccc(NC(=S)NC(=O)C(C)C)c1	93.9	-6.4	5.2	96.2	98.5	9.4	5.0	0.8	3.9
CC1=C(C(=O)N2CCCC(C(=O)c3cccc4ccccc34)C2)OCCO1 (centres undefined)	100.0	6.3	4.7	95.3	102.5	2.0	2.0	-1.4	5.4
Cc1ccc(N(CC(=O)NCc2cccs2)S(=O)(=O)c2cccs2)cc1	91.1	8.5	5.2	92.2	97.2	-3.7	3.0	-1.1	-6.8
O=C(CCCl)N1CCCC2(CCCCC2)C1	106.9	-2.2	3.1	99.1	105.3	-3.6	0.0	-4.4	5.3
C=CCN(CC=C)CC(=O)Nc1ccc(S(N)(=O)=O)cc1	101.2	-1.3	-0.9	104.9	101.0	2.1	0.0	-0.4	-4.5
COc1ccc(/C=N/NC(=O)c2nc(-c3ccccc3)cc(-c3ccccc3)n2)cc1OC	x	-3.3	-2.4	103.4	92.2	0.7	4.0	3.5	6.6
COCCCNC(=O)C1CCN(C(=O)Nc2ccc(Cl)cc2)CC1	104.0	4.7	7.4	108.2	111.6	5.5	0.0	1.6	6.1
COc1ccc(N(CC(=O)N2CCN(c3ccc(Cl)cc3)CC2)S(=O)(=O)c2c(C)noc2C)cc1	98.5	-6.5	2.0	95.4	111.2	-1.3	0.0	0.5	2.2
O=C(OCc1ccc(Cl)c(Cl)c1)c1ccccn1	x	1.5	1.6	105.9	104.8	13.0	2.0	-0.5	3.5
CCOc1ccccc1-c1cc(-c2ccccc2)nc2c1c(=O)n(C)c(=O)n2C	100.7	-12.5	-2.5	101.3	103.3	6.6	0.0	-1.1	2.8
CCCCCNc1nc2ccccc2nc1NS(=O)(=O)c1cccs1	99.1	-2.9	9.5	92.4	98.2	-2.2	1.0	-0.5	0.7
CCOC(=O)c1c(/N=C/C2C(=O)CC(C)(C)CC2=O)sc2c1CCCC2	107.2	15.0	4.5	104.7	83.8	-4.5	3.0	0.8	-3.1
COc1ccc(NC2c3ccccc3C(=O)N2Cc2ccco2)cc1OC (centres undefined)	114.9	-15.8	0.4	128.3	85.8	-0.9	1.0	0.3	5.5
CC1CCN(S(=O)(=O)c2ccc(C(=O)NCc3ccco3)cc2)CC1	103.4	12.7	6.8	99.4	107.8	0.8	0.0	0.7	1.4
O=C(CSc1nnc(Cc2ccccc2)n1Cc1ccco1)NC1CCCC1	111.5	19.8	3.7	103.7	95.9	-3.6	0.0	1.7	-3.4
COC(=O)c1sccc1-c1ccc(/C=N/OC(=O)c2cccs2)o1	75.1	-8.6	-1.6	89.6	95.6	-5.4	0.0	2.2	1.1
Cc1noc(C)c1COc1ccc(C(=O)OCC(=O)Nc2ccc(C(=O)N(C)C)cc2)cc1	94.1	-0.6	5.5	85.3	116.8	-0.2	0.0	2.5	-1.7
COc1ccc(S(=O)(=O)N2CCCC2CNC(=O)C(=O)NCCc2ccccc2)cc1 (centres undefined)	110.0	10.6	12.1	93.2	96.3	-1.2	2.0	3.6	2.9
CC(C)Sc1nc2c(c(=O)[nH]c(=O)n2C)n1CCc1ccccc1	89.5	8.9	-2.4	86.8	101.5	-4.2	1.0	-2.2	-2.5
O=C(Nc1ccccc1)N(CCc1ccncc1)C1CCCCC1	105.9	-3.4	-6.0	106.0	104.8	6.5	4.0	2.1	5.0
CN(C)S(=O)(=O)c1cccc(NC(=O)COC(=O)c2ccc3ccccc3n2)c1	106.0	-7.5	-15.7	98.0	92.3	x	0.0	x	x
CC#CCN1c2ccccc2[C@]23C[C@@H](C(=O)OC)N(C(C)=O)C2=NC(C(=O)OC)=C(C(=O)OC)[C@H]13	82.1	38.6	8.6	66.6	90.4	1.0	2.0	1.8	3.5
CCOc1ccc(N(CC(=O)NC(C)C)C(=O)CCC(=O)Nc2ccccn2)cc1	99.8	19.2	3.2	100.8	109.6	9.2	4.0	2.5	7.2
C=C(C)COc1ccc2c(C)c(CC(=O)N3C[C@H]4C[C@@H](C3)c3cccc(=O)n3C4)c(=O)oc2c1	104.4	-8.8	11.5	112.4	85.7	2.3	2.0	1.1	1.8
CCOc1ccc(S(=O)(=O)N2CCOCC2)cc1NC(=O)CSCc1ccc(C)cc1	106.4	-17.2	3.5	92.9	107.6	1.0	2.0	x	-1.2
Cc1ccc(N=C(NO)c2nonc2N)c(C)c1	91.9	9.6	4.5	94.1	78.3	-2.8	1.0	0.3	-1.9
OC(COCc1ccccc1)CN1CCN(Cc2ccc3c(c2)OCO3)CC1 (centres undefined)	94.6	12.5	0.3	96.5	112.9	-4.8	2.0	0.4	1.2
Cc1ccsc1/C=N/NC(=O)CN1CCN(Cc2ccccc2)CC1	102.6	1.0	7.2	100.0	93.6	7.1	0.0	-0.8	5.2
COc1cccc(/C=N/N2CCN(c3ccncc3S(=O)(=O)N3CCCCC3)CC2)c1	x	32.1	5.8	x	98.2	2.5	0.0	-0.7	3.8
O=C(CN(Cc1ccccc1)C(=O)CCC(=O)Nc1nccs1)NCc1ccco1	84.8	0.4	-12.1	84.7	104.1	-5.9	1.0	-0.9	1.1
O=C(C1CC1)N1CCC(C(O)(c2ccccc2)c2ccccc2)CC1	96.2	14.7	3.0	99.9	103.6	2.2	3.0	-0.3	0.1
COc1ccc(N(Cc2cc3ccc(C)cc3[nH]c2=O)S(=O)(=O)c2ccccc2)cc1	95.0	48.8	-0.5	95.9	93.3	-2.4	3.0	0.3	2.6
Cc1ccc(OCCN(C)C(=O)C2CCC(=O)N(CCCN3CCCC3=O)C2)cc1 (centres undefined)	104.7	-3.0	8.3	102.9	92.7	1.7	0.0	-1.0	2.6
COC(=O)c1scc(S(=O)(=O)c2ccccc2)c1N	106.8	5.7	-9.6	92.2	106.3	-9.8	24.0	1.1	-2.1
Cn1c(=NC(=O)CSCC(=O)N2CCCC2)sc2ccccc21	113.9	3.9	-4.8	110.8	94.0	9.8	1.0	-0.1	9.6
COc1cccc(C2N(c3ccccn3)C(=O)C3CCCN32)c1OC (centres undefined)	100.1	-5.8	0.1	99.9	93.1	1.5	0.0	0.6	6.4
CCCc1c(C(=O)Nc2ccc(C(F)(F)F)cc2)cnn1-c1ccccc1	116.2	-0.5	-4.0	114.1	113.4	6.9	0.0	1.7	3.8
CC1=CC2=NC(=O)CC(C)(C(=O)N(CC(=O)NC3CCCC3)Cc3ccc(Cl)cc3)N2C=C1 (centres undefined)	98.7	5.9	0.4	101.8	99.7	-0.7	1.0	-4.6	1.7
O=C(Nc1ccc(F)cc1)c1cccnc1N1CCOCC1	98.3	3.2	-2.5	92.6	94.8	0.5	0.0	1.3	0.9
Cc1nn(CCC#N)c(NC(=O)c2ccc(Cl)cc2Cl)c1P(=O)(Nc1ccc([N+](=O)[O-])cc1)N1CCOCC1 (centres undefined)	111.4	6.1	8.8	x	108.2	2.0	2.0	2.0	2.3
Cc1nn(C)c(C)c1-c1c(C#N)c(N)nc2c1CCCCCC2	106.7	-8.9	3.8	111.5	89.5	3.6	1.0	1.1	8.4
O=C(NCc1nnc(SCc2ccc(F)cc2)n1-c1ccccc1)C12CC3CC(CC(C3)C1)C2	x	17.7	5.1	x	98.1	7.8	4.0	-0.7	6.8
COc1ccc(NC(=O)Cn2nnc(C(=O)Nc3ccc(F)c(Cl)c3)c2N)cc1OC	97.0	5.8	-1.5	102.3	89.8	-0.5	0.0	-0.4	-6.1
The results go on:
SMILES	AGP1 TOR yeast	VLA-4 inh	GLD-1 RNA inh	CIT2 TOR yeast	CR mimetic SO	MCL1-BIM inh	GRK2 aptamer HTS	MEX-5 binding	BCLXL inh
Cc1ccc(CN2C(=O)CCC2C(=O)N2CCN(c3ccc(F)cc3)CC2)cc1 (centres undefined)	93.8	3.5	-8.4	100.5	107.0	0.7	0.0	1.7	5.4
O=C(Nc1ccccc1Cl)N1CCN(c2ccc3nnc(-c4ccccc4)n3n2)CC1	99.9	2.4	9.4	103.6	102.4	11.1	3.0	-0.5	14.9
CCCC(=O)NCCCc1nc2ccccc2n1C(C)C	91.3	2.8	5.2	85.7	81.8	-3.4	0.0	1.9	-1.1
Cc1ccc(C)c(NC(=O)CSc2nnc(CCCCCNC(=O)OC(C)(C)C)o2)c1	99.2	2.8	5.3	95.4	98.6	2.5	6.0	3.1	3.9
CN(Cc1ccccc1)C(=O)CN(c1ccc(F)cc1)S(=O)(=O)c1ccc2c(c1)OCCO2	104.9	9.2	11.5	124.0	102.0	8.6	1.0	-1.4	5.6
Cc1ccc(-c2cc(C(=O)N3CCOCC3)c3ccccc3n2)cc1	108.1	-1.8	3.0	110.4	114.5	6.5	0.0	1.4	1.3
Cc1c(/N=C/c2ccco2)n(Cc2ccccc2)c2ccccc12	87.3	-4.7	-4.2	82.5	107.1	-2.8	3.0	-0.9	4.7
CC/C(=N\NC(=O)C(N)=O)c1ccccc1O	102.9	3.3	-2.2	105.6	82.8	-0.2	0.0	-4.5	3.2
COc1ccc(N(CC(=O)Nc2ccc(Cl)cc2)S(=O)(=O)c2c(C)n[nH]c2C)cc1	100.8	33.9	0.6	97.8	106.4	3.4	3.0	-3.7	4.5

Assay outcomes: PubChem, several laboratories
